HT1080-NT tox – kills 2HG-producing HT-1080-NT fibrosarcoma cells; HT-1080-NT fibrosarcoma viability, CellTiter-Glo ATP luminescence, 48 h; Potency, µM (doses to about 46.1 µM), without a hit: at the highest dose activity, negative = less viability, actives largely listed as cytotoxic; 360,000 tested, 1.6% active; AID 686970;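 further: NT is the 2HG producing partner of a matched IDH1 knockdown line; potency means the concentration at half of the fitted maximal effect; 0% = DMSO-treated cells and -100% = media-only wells without cells; nearly all actives have a fitted effect of over 55% in size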
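HT-1080-NT; 750 cells/well; 5% FBS RPMI; 48 h compound, 37 degrees C; CellTiter-Glo luminescence; curve fitting and curve-class assignment.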
GLP1R ag – activates the human GLP-1 receptor; P43220; HEK293 GLP-1R CRE-luciferase, luminescence, 4-6 h; cells express a hypersensitive GLP-1R form; Potency, µM (top dose mostly 45.6 µM), without a hit: top-dose activation, usual class: activators; 380,000 tested, 0.007% active; AID 624172; further: potency means the concentration at half of the fitted maximal effect; % of control where 0% means no effect
Target sequence (P43220 whole entry, looked up): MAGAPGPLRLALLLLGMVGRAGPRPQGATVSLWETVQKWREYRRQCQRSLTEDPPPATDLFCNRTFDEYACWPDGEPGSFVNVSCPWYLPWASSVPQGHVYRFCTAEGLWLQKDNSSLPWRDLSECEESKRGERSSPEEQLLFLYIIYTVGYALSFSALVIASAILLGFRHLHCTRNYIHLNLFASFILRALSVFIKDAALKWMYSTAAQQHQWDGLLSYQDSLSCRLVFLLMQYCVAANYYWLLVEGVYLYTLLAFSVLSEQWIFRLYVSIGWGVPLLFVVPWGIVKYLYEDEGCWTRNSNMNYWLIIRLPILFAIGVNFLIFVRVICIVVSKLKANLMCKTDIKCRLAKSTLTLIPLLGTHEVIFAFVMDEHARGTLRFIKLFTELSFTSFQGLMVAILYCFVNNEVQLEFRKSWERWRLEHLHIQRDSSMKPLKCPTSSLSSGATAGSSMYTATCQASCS
KB-V1 MDR tox – kills drug-selected multidrug resistant KB-V1 cells; KB-V1 MDR cells viability, CellTiter-Glo, 72 h; Potency, µM (series often up to 46.1 µM), for inactives: at the top dose activity change, negative = cytotoxicity, hits mostly cytotoxic; 400,000 tested, 3.4% active; AID 1347076; further: potency means the concentration at half of the fitted maximal effect; on the % scale 0 is the no-effect control and ±100 the full control effect; nearly all actives have a fitted effect of over 60% in size
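Luminescent ATP read-out (CellTiter-Glo, 10 min) measures survival of drug-selected KB-V1 MDR cells after 72 h, 37 degrees C compound exposure. Medium: phenol-red-free DMEM, 10% FBS. Values from fitted concentration-response curves.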
KB-3-1 tox – KB-3-1 parental cell cytotoxicity; 400,000 tested, 1.4% active; AID 1347075; KB-3-1 viability, CellTiter-Glo ATP luminescence, 72 h; Potency, µM (doses to about 46.1 µM), without a hit: top-dose activity change, negative = cytotoxic, most hits filed as cytotoxic; further: potency means the concentration at half of the fitted maximal effect; on the % scale 0 is the no-effect control and ±100 the full control effect; nearly all actives have a fitted effect of over 60% in size
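Using CellTiter-Glo luminescence, growth of non-resistant KB-3-1 adenocarcinoma cells is assessed 72 h after pin-tool compound addition at 37 °C. Normalized responses across the concentration series yield fitted curves.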
SW480 rerep – induces DNA re-replication in SW480 colon adenocarcinoma cells; AID 624297; 340,000 tested, 1.8% active; Potency, µM (top dose mostly 46.1 µM), for inactives: top-dose re-replication activation, actives largely listed as activators; SW480 DNA re-replication, Hoechst DNA content imaging, 48 h; further: potency means the concentration at half of the fitted maximal effect; % of control where 0% means no effect; nearly all actives have a fitted effect of over 55% in size
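Per well, 250 cells were exposed to pinned compound for 48 hr. Nuclear DNA was visualised with Hoechst (40 min, 37 C) and total object intensity recorded by fluorescence scanning.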
HT1080 IDH1KD tx – HT-1080 IDH1 knockdown cell toxicity (counter line). HT-1080 IDH1 knockdown viability, ATP luminescence, 48 h. Potency, µM (titrated, usually from 46.1 µM), without a hit: top-dose activity, negative = toxicity, most hits filed as cytotoxic. 360,000 tested, 2% active;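 further: potency means the concentration at half of the fitted maximal effect; 0% = DMSO wells and -100% = cell-free medium wells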
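CellTiter-Glo luminescence after 48 h compound exposure at 37 degrees C of IDH1-knockdown HT-1080 cells in 5% FBS RPMI. %Activity scaled between DMSO wells and cell-free media wells, with curves fitted and assigned curve classes.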
DRD3 agonist – D3 dopamine receptor (human) agonism. P35462. D3R DiscoveRx beta-arrestin cells, luminescence, 90 min. max activation, %. 410,000 tested, 0.58% active; in the data active means max activation above about 30%; further: 0% is about no effect; mostly tested at two doses, the higher about 12 µM
Target sequence (P35462 whole entry, looked up): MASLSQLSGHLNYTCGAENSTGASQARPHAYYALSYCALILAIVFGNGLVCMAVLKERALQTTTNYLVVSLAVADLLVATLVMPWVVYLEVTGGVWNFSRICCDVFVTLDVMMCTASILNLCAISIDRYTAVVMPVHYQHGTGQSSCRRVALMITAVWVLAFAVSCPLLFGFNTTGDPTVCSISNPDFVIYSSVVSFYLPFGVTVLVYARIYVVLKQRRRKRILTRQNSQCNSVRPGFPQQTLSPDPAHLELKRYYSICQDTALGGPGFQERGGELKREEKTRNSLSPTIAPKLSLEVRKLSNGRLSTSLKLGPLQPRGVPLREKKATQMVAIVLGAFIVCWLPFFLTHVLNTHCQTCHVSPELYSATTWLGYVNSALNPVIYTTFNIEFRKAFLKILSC
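Agonist-mode cell screen: cells plated at 1500/well and incubated overnight at 37 °C, then exposed to library compounds for 90 min at 37 °C. Detection reagent was added for 30–60 min at room temperature, and luminescence was read.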
DRD3 antagonist – D3 dopamine receptor (human) antagonism; P35462; D3R cells, DiscoveRx beta-arrestin luminescence, antagonist mode; hits give low values; max response, negative = inhibition, %; 360,000 tested, 2.5% active; AID 652054; in the data active means max response below about -50%; inconclusive means no clear call, values can overlap the other calls; further: on the % scale 0 is the no-effect control and ±100 the full control effect; mostly tested at two doses, the higher about 12 µM
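Cells expressing the human receptor were seeded at 1500 cells/well, incubated overnight at 37 degrees C in 5% CO2, then exposed to library compounds with dopamine controls for 90 minutes at 37 degrees C before luminescent detection.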
IL1B secr inh – inflammasome signaling inhibition, IL-1 beta readout. THP-1 LPS/ATP IL-1B secretion, AlphaLISA, 16 h; hits give low values. activity change, % at 57.5 µM. 360,000 tested, 4.7% active. AID 743279; in the data active means activity change below about -50%; inconclusive means mostly about -30% to -49%; further: on the % scale 0 is the no-effect control and ±100 the full control effect
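THP-1 cells pretreated 1 hr with compounds (up to 57.5 uM final), then stimulated with LPS (250 ng/mL final) plus ATP (1.25 mM final); secreted IL-1B measured by AlphaLISA after 16 hr, decreased signal indicating inhibition.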
* = called active by the depositor; i = inactive; ? = inconclusive; . = not tested or not shown; & = joins results of further samples; [ ] = dose if it differs, or a comment. Unless noted, the call rests on the fitted dose curve; in most records, active means well fitted curve in the direction sought with a large enough effect; inconclusive means small, poorly fitted or top-dose-only effect, or another doubt; inactive means no such curve, though single readings can be large; an effect the other way counts as inactive or inconclusive. Hits appear at their usual frequency; any-hit rate near 12%.

Second line of a record: DRD3 antagonist, HT1080-NT tox, KB-3-1 tox, IL1B secr inh, DRD3 agonist, GLP1R ag, HT1080 IDH1KD tx, SW480 rerep, KB-V1 MDR tox
- O=C(NCN1CCN(CCO)CC1)c1cnccn1
→ ?, 12%, -10%, -7, -9, -9%, 6%, -9%, 8%
- O=C(NCCc1ccc(C(F)(F)F)cc1)C1CCC(=O)N(C2CC2)C1 (centres undefined)
→ 9, 5%, ., 13, 1, -5%, -1%, -15%, .
- COc1ccc(SCCC(=O)NCc2ccncc2)cc1
→ 9, 26%, 28%, 13, 3, 3%, 0%, -3%[9.22 µM], 0%
- CCOC(=O)N1CCN(C(=O)C2CCCN(S(=O)(=O)c3cc(C)ccc3OC)C2)CC1 (centres undefined)
→ 10, 1%, -6%, 4, 4, 1%, -3%, -5%, ?
- Cc1ccc(Cc2c(-c3cccc(Br)c3)nc3ccc(Br)cn23)cc1
→ -17, 0%, 0%, 16, 0, -1%, 4%, ., 12%
- CC(/C=N/NC(=O)CNc1n[nH]c(=O)[nH]c1=O)c1ccccc1 (centres undefined)
→ 11, 16%, 0%, 2, 1, -6%, 10%, -18%, 2%
- CN(C)c1ccc(NC(=O)CN2CCC(NC(=O)C3CCCCC3)CC2)cc1
→ -12, -9%, -22%, ?, -12, 6%, 0%, ?, -4%
- O=C(Nc1cc(C(F)(F)F)ccc1Cl)C(Sc1n[nH]c(=O)[nH]c1=O)c1ccccc1 (centres undefined)
→ -4, -3%, ?, ?, 0, 3%, -8%, 2%, 24%
- O=C(COc1ccccc1F)Nc1c(C(=O)Nc2cccc(F)c2)oc2ccccc12
→ ., ., 0%, ., 1, 2%, ., ., -2%
- CN(C)CCCN(Cc1cc2cc3c(cc2[nH]c1=O)OCCO3)C(=O)NC1CCCCC1
→ -11, -4%, -1%, -4, -6, 1%, 0%, -5%, -3%
- CC(Sc1n[nH]c(N)n1)C(=O)C12CC3CC(CC(C3)C1)C2 (centres undefined)
→ -4, 0%, 2%, -13, -7, -5%, 0%, -18%, 3%
- Cc1ccc(S(=O)(=O)c2nc(-c3ccccc3Cl)oc2NCCCN2CCOCC2)cc1
→ -53*, -3%, 5%, i, -11, 0%, 15%, ?, -5%
- O=S(=O)(c1cccc(-c2nnc(SC(F)F)n2-c2ccccc2)c1)N1CCCCC1
→ 0, 0%, 0%, -16, -10, 14%, -7%, 1%, -8%
- CCc1nc(SCC(=O)NCC2CCCO2)c2c(=O)n(C)c(=O)n(C)c2n1 (centres undefined)
→ -10, -1%, 2%, -22, -3, -2%, -2%, 1%, 12%
- CC(=O)c1c(C)n([O-])c2ccccc2[n+]1=O
→ 18, -1%, 9%, 25, 1, 2%, 2%, -9%, -1%
- Cc1cc(C)cc(OCC(=O)Nc2ccc3c(c2)C(=O)c2ccccc2C3=O)c1
→ -15, 7%, ?, -14, -4, 3%, 19%, 22%, 5%
- COc1cc(/C=N/N2C(=O)CSC2=S)cc(Br)c1O
→ -5, -14%, ?, 19, 2, -3%, -2%, -8%, ?
- Nc1nc(CN2CCN(c3ccccn3)CC2)nc(Nc2ccc(Cl)cc2)n1
→ ?, -32%, ?, -22, 2, -5%, -30%, 11%, 0%
- CCc1ccccc1S(=O)(=O)Cc1ccc(C(=O)N2CCN(c3ccccn3)CC2)o1
→ 25, 0%, 3%, -7, 6, 7%, -1%, -2%, -2%
- O=C(NC(NC(=S)Nc1ccccc1C(=O)O)C(Cl)(Cl)Cl)c1cccc([N+](=O)[O-])c1 (centres undefined)
→ -79*, 0%, -2%, 3, 1, -4%, 9%, 4%, 7%
- Cc1cc(=O)n2[nH]c(N3C(=O)CCC3=O)nc2n1
→ 54, 12%, 15%, -3, -2, 5%, 7%, -3%, 19%
- CCN1CCN(c2ccc(S(=O)(=O)N3CCOCC3)cc2NC(=O)c2sccc2C)CC1
→ -25, -8%, 18%, -20, -14, 0%, 0%, 2%, -23%
- COc1ccc(-c2csc3ncn(-c4ccccc4OC)c(=O)c23)cc1OC
→ 6, -26%, -3%, -13, -1, 16%, ?, 3%, -22%
- COc1ccccc1NC(=O)COC(=O)c1cc2c(s1)CCC2
→ 18, 1%, -9%, 16, 2, 19%, 0%, -121%[inhibitor], -5%
- O=C(CN(c1ccc(Br)cc1)S(=O)(=O)c1ccc(Cl)c([N+](=O)[O-])c1)NCCc1ccccc1
→ -27, 14%, -12%, -13, -7, -22%, 3%, -7%, -3%
- O=C(COc1cccc2c1CCNC2=O)Nc1cccc(C(F)(F)F)c1
→ 25, -1%, 3%, -5, 3, 5%, -22%, -4%, -4%
- Cc1cnc2cc(Cl)ccc2c1SCC(=O)O
→ 3, -1%, 2%, 17, -1, 7%, 1%, 6%, 11%
- CC(O)(c1ccc(F)c(F)c1)c1nc(-c2cc(F)cc(F)c2)cs1 (centres undefined)
→ 9, ?, 0%, 19, -3, -4%, ?, ., 20%
- COc1ccc(C(=O)N/N=C/C(=O)c2ccccc2)cc1
→ ?, 8%, 12%, -3, -18, 2%, 4%, 5%, 51%
- CC(NC(=O)c1ccccc1)C(=O)OCC(=O)Nc1cccc(S(=O)(=O)N2CCCC2)c1 (centres undefined)
→ -22, 2%, -3%, -1, -8, 8%, -2%, -5%, -19%
- COc1cccc2sc(NC(=O)c3ccc(S(=O)(=O)N4CCC(C)CC4)cc3)nc12
→ ., ., -11%, ., 10, -3%, ., ., 14%
- CCOc1ccc(NC(=O)CN2CCN(c3ccc(F)cc3)CC2)cc1
→ -1, 3%, 2%, -1, -18, 5%, 3%, 3%, -5%
- CN1CCN(C(=O)c2cc(Oc3c(F)c(F)c(F)c(F)c3F)cc(C(=O)N3CCN(C)CC3)c2)CC1
→ 9, 13%, -15%, 0, 5, 2%, -11%, -39%[inhibitor], 0%
- Cc1cc(Nc2ccc(Cl)cc2)nc(N)n1
→ 20, 0%, ?, 22, 7, 3%, 2%, -1%, -27%
- CC(=O)Nc1ccc(NC(=O)COC(=O)c2cc(S(=O)(=O)N3CCCC3)ccc2O)cc1
→ 2, 0%, 25%, -15, 1, 1%, -6%, -9%, 1%
- COc1ccc(/C=C2\SC(=O)N(CCC(=O)N(C)C3CCS(=O)(=O)C3)C2=O)cc1 (centres undefined)
→ 15, 2%, -6%, -5, 0, 3%, 12%, -6%, -8%
- O=C(CCC(=O)c1ccccc1)Nc1cccnc1
→ 4, 6%, 3%, -2, -1, 6%, 11%, 1%[9.22 µM], 3%
- CCN(CC)C(C)C(=O)Nc1c2c(cc3c1CCC3)CCC2 (centres undefined)
→ 6, 0%, -3%, 0, -6, 6%, 1%, 1%, 9.2µM*
- Cc1cc(NC(=O)CSc2nccn2-c2cccc(C)c2C)no1
→ -7, ?, ?, 19, -7, 9%, ?, ?, 10µM*
- O=C(C(=O)N1CCN(c2cccc(Cl)c2)CC1)c1cn(CC(=O)N2CCOCC2)c2ccccc12
→ 1, 0%, 10%, ?, 18, 9%, -1%, -27%, 2%
- CCOC(=O)Nc1cc(=O)c2ccccc2o1
→ 15, 8.9µM*, ?, 23, -3, -5%, ?, ?, ?
- CC(=O)c1cn(CC(=O)Nc2cccc(C)c2C)c2ccccc12
→ -16, 0%, ?, 30, -1, 0%, ?, -3%, ?
- CCOc1[nH]n(-c2ccccc2)c(=O)c1C=NCc1cccnc1
→ 30, 6%, 3%, -6, 0, 3%, 8%, 3%, 8%
- COc1cccc(NC(=O)CNC(=O)Cn2cnc3sc(C)c(C)c3c2=O)c1
→ -1, -1%, 4%, 0, 7, -3%, -12%, -2%, 0%
- COc1ccc(-n2c(SCC(=O)Nc3cccc4ccccc34)nc(O)cc2=O)cc1
→ 1, 2%, 18%, 20, 15, 4%, 2%, -36%[inhibitor], 3%
- CCc1ccc(-c2nn(-c3ccccc3)cc2CSC(=N)N)cc1
→ 6, ?, ?, -102*, 2, -24%, ?, -103%[inhibitor], ?
- CN1C(=O)C2(c3ccccc31)N(c1cccc(C(F)(F)F)c1)C(=O)CS2(=O)=O (centres undefined)
→ ., ., 0%, ., 4, -6%, ., ., ?
- CC(=O)c1ccc(N(C(=O)CNC(=O)c2ccco2)C(C(=O)NC2CCCC2)c2ccco2)cc1 (centres undefined)
→ 9, 13%, 4%, 4, -26, 5%, 10%, -16%, 5%
- CCCCC1CCCC12NC(=O)NC2=O (centres undefined)
→ 10, 22%, -12%, 18, 4, 0%, 1%, 8%, 7%
- COC(=O)CNC(=O)C1Nc2ccccc2C2C=CCC12 (centres undefined)
→ 6, 0%, -5%, 10, 0, 0%, 1%, -3%, ?
- Clc1ccccc1-c1ccc(CN2CCN(c3ccccc3)CC2)o1
→ -67*, -2%, -7%, -6, 2, 5%, -1%, -1%, 6%
- CCOC(=O)c1cccc(NC(=O)C2CCCN(S(=O)(=O)c3cnc[nH]3)C2)c1 (centres undefined)
→ -20, -3%, -4%, 0, -14, 10%, -6%, 17%, 29%
- CCOC(=O)c1cn(CC(=O)Nc2ccc(OC)cc2OC)nn1
→ 17, 3%, 3%, 24, 3&-1, 2%, 0%, 0%, 7%
- COC(=O)C[C@H]1CC[C@@H](NC(=O)Nc2c(C)noc2C)[C@@H](CO)O1
→ 1, 12%, 6%, -10, 2, ., 17%, ., -6%
- O=C(C1c2ccccc2Oc2ccccc21)N1CCN(c2ccc(Cl)cc2)CC1
→ 4, ?, ?, ?, 3, -4%, ?, -7%, ?
- CCOc1ccc(N(CC(=O)N2CCCCCC2)S(=O)(=O)c2ccc(C)cc2)cc1
→ -19, -4%, -8%, 2, 4, 1%, -2%, 1%, ?
- CC(C)Cn1c(=O)c2ccccc2n2c(SCC(=O)N3c4ccccc4CC3C)nnc12 (centres undefined)
→ 38, 2%, 2%, -1, 13, 2%, -3%, 2%, 1.8µM*
- CCC(=O)c1ccc(OCC(O)CN2CC(C)OC(C)C2)cc1 (centres undefined)
→ -54*, -1%, -7%, 0, -1, -8%, 0%, 3%, ?
- COC1CC(N)C2OC(c3ccccc3)OCC2O1 (centres undefined)
→ 7, 20%, -3%, 21, 3, -1%, -3%, ., 6%
